GPR55 antagonists: inhibition of LPI-stimulated GPR55 beta-arrestin translocation – imaging, U2OS, beta-arrestin-GFP, LPI agonist, primary screen (AID 2013). 290,000 tested, 0.13% active. U2OS GPR55 beta-arrestin-GFP translocation imaging, LPI antagonism; higher % means a stronger effect. inhibition, % at 10 µM, or IC50 in µM where a hit was titrated;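 active means spots per cell inhibited over 60%, with over 100 cells counted and total cytoplasm intensity under 500,000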;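 further: U2OS cells stably carrying GPR55 and arrestin-GFP stimulated by 5 µM LPI near EC80; imaged beta-arrestin-GFP aggregate spots per cell after agonist stimulation; plate controls were LPI-stimulated DMSO wells for no effect and DMSO wells without LPI for full effect; some results filed as inactive read as strong as hits; confirmed hits need IC50 under 10 µM and bright autofluorescent wells are also inconclusive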
SV40 large T antigen: TAg ATPase/helicase activity blockers – biochemical (AID 1903) | inhibition, % at 20 µM; hits with a dose series show IC50 in µM | SV40 large T antigen ATPase/helicase inhibition assay; higher % means a stronger effect | 310,000 tested, 0.39% active; in the data active means a potency from the dose series; further: strong numbers were not always called active
GPR55 activation: selective activators of receptor GPR55 – imaging, U2OS cells, beta-arrestin-GFP redistribution, primary screen (AID 1961); U2OS GPR55 beta-arrestin-GFP redistribution imaging; higher % means a stronger effect; one-dose activation, % at 10 µM; EC50 in µM for titrated hits; 290,000 tested, 0.048% active;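 active means activation above 40% with more than 50 cells counted in the well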;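 further: U2OS osteosarcoma cells stably expressing GPR55 and beta-arrestin-GFP; plate controls were DMSO negative control for no effect and LPI positive control for full effect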
T cell modulator: T cell immune modulation candidate; calls only at 7 µM; AID 2052; 2C CD8+ T cell-vesicle binding, flow cytometry; stronger effect = lower value; 330,000 tested, 0.068% active;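 active means response, share of CD8 T cells binding vesicles, and their 90th percentile fluorescence all below set limits, cut at about 80% in these data, passing the limit was not always enough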
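incubation = binding step 1.5 h, 37 °C, antibody labelling 20 min, ice | test system = 2C mouse CD8+ T cells | read-out basis = percent CD8+ FL2 mean versus row control | controls = Peptide-free naked vesicles (low) and QL9 vesicles with 0.7% DMSO vehicle (high) | detection = flow cytometry of vesicle-bound cells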
GPR35 arrestin U2OS: inhibition of zaprinast-stimulated GPR35 beta-arrestin translocation – imaging, U2OS, beta-arrestin-GFP, zaprinast agonist, primary screen (AID 2058); U2OS GPR35 beta-arrestin-GFP translocation imaging, zaprinast antagonism; higher % means a stronger effect; one-dose inhibition, % at 10 µM; IC50 in µM for titrated hits; 290,000 tested, 0.052% active;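 active means inhibition of at least 50% with at least 30 cells and total cytoplasm GFP at most 10,000,000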
LYP inhibition: inhibitors of LYP phosphatase, biochemical, fluorescence intensity, uHTS (AID 1779) | inhibition, % at 11.5 µM; hits with a dose series show IC50 in µM | 290,000 tested, 0.054% active | recombinant LYP phosphatase, fluorescence intensity; higher % means a stronger effect; in the data active means inhibition above about 50%;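 further: plate controls were vehicle with enzyme for no effect and no enzyme for full effect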
Hep lipid drop: modulators of hepatic lipid droplet formation; AML12 mouse hepatocytes, oleate lipid droplets, BODIPY imaging; inhibition, % at 6.5 µM; 240,000 tested, 0.4% active; AID 1656;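 active means lipid droplet intensity inhibited by at least 50%, with more than 500 cells counted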
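material = mouse AML12 hepatocyte cell line, fixed after treatment | also added = 100 µM oleic acid challenge | doses = compound at 6.5 µM only | schedule = overnight exposure | technique = Image-based BODIPY and DAPI two-channel analysis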
Rac1 GTP hydrolysis: MgcRacGAP GTPase-activating activity inhibitors, confirmation, biochemical, ADP Hunter fluorescence | MgcRacGAP-stimulated Rac1 GTP hydrolysis, ADP Hunter fluorescence; higher % means a stronger effect; GST-tagged Rac1 F28L mutant substrate | inhibition, % at 30 µM, or IC50 in µM where a hit was titrated | 340,000 tested, 0.6% active;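 active means first-screen hits whose inhibition reached a set limit at any dose in the follow-up dose series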;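 further: fluorescence reports GDP produced by GAP-driven GTP hydrolysis; strong numbers were not always called active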
NTR1 agonist: agonists of NTR1, primary screen, imaging, U2OS cells, beta-arrestin-GFP, high content (AID 493036); P30989; NTR1-U2OS beta-arrestin-GFP spot imaging, agonist mode; activation, % at 20 µM; 330,000 tested, 0.17% active;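 active means activation at or above 40% of the spot to cytoplasm intensity ratio, with at least 20 cells analyzed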;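 further: 0% = DMSO without peptide and 100% = 100 nM NTR1 peptide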
Target sequence (P30989 whole entry, looked up): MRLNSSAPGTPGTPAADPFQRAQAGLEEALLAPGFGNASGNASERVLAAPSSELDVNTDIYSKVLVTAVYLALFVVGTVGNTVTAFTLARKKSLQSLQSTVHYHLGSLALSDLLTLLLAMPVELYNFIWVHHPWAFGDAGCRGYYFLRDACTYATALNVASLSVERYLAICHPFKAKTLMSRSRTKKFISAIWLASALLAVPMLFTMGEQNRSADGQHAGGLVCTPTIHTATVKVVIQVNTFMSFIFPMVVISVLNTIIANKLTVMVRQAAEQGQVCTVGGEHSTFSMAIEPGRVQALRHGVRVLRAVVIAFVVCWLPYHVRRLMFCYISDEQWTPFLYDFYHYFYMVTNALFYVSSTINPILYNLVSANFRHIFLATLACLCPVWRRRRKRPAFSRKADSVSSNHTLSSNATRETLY
Hep lipid drop cells 6.5 µM: further read-out of Hep lipid drop, marked with its call; cell count; measured here: cell count, cytotoxicity flag;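 cells counted across two imaged fields per well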
T cell modulator vesicle-bound %: further read-out of T cell modulator, marked with its call; double positive events, %; measured here: CD8+ vesicle-bound cell fraction;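 binding gate set so that unloaded-vesicle control wells show 10% double positive cells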
NTR1 agonist cell count 20 µM: recorded beside NTR1 agonist, whose call it bears; cell count; measured here: cell count, cytotoxicity flag
Active calls of the source: *; i = inactive; nt = not tested or not shown.

SMILES | GPR55 antagonists | SV40 large T antigen | GPR55 activation | T cell modulator | T cell modulator vesicle-bound % | GPR35 arrestin U2OS | LYP inhibition | Hep lipid drop | Hep lipid drop cells 6.5 µM | Rac1 GTP hydrolysis | NTR1 agonist | NTR1 agonist cell count 20 µM
O=C(O)c1ccccc1S | 1% | 12% | 0.5% | nt | nt | 8% | 0% | 18 | 724 | nt | nt | nt
COc1ccc(NC(=O)c2ccc(NS(=O)(=O)c3cccc4cccnc34)cc2)cc1 | -10% | 4% | 0.3% | i | 56 | 7% | -2% | -1 | 868 | 2% | 1.4 | 38
C=CCN(c1ccc(F)cc1)S(=O)(=O)c1cc(C(=O)OCC(=O)N(C)C2CCS(=O)(=O)C2)ccc1Cl (stereo not given) | 4% | 4% | 0.3% | i | 9 | 8% | -3% | -1 | 618 | 12% | 0.0 | 65
N#C/C(C(=O)N1CCCCC1)=C1\Nc2ccccc2S1 | 4% | 29% | -0.1% | i | 37 | 3% | 3% | -15 | 661 | 28% | 0.1 | 53
CCOc1ccc(NC(=O)c2cc(SC)ccc2Cl)cc1 | 12% | 13% | -0.4% | i | 42 | -5% | -1% | -11 | 498 | 7% | -0.4 | 77
COc1ccccc1-n1c(CNC(=O)c2ccco2)nnc1SCC(=O)Nc1ccc(F)cc1 | -2% | 2% | 0.2% | i | 50 | -6% | -3% | nt | nt | 8% | -0.8 | 69
O=C(NCC1CCCO1)C1CCN(S(=O)(=O)c2ccc(Br)cc2)CC1 (stereo not given) | -10% | 3% | 0.1% | i | 12 | -7% | -5% | 1 | 718 | 5% | -0.7 | 63
COc1ccccc1OCCOc1ccccc1/C=N/n1cnnc1 | -6% | nt | -0.1% | i | 11 | -5% | 5% | -3 | 670 | 15% | 0.3 | 47
COc1ccc(C2CC3(O)CC(C#N)(C(=O)N3)C2(C#N)C#N)cc1 (stereo not given) | -5% | 8% | -0.1% | i | 45 | 10% | -10% | -16 | 710 | 1% | 0.1 | 52
Cc1ccc(-n2c(=S)[nH]c3sc4c(c3c2=O)CCc2ccccc2-4)cc1 | -2% | 8% | -0.2% | i | 27 | -2% | -2% | 5 | 730 | 4% | 6.3 | 75
COc1cc(S(=O)(=O)N(Cc2cccnc2)Cc2ccco2)ccc1-n1cnnn1 | 2% | 13% | -0.2% | i | 20 | 7% | -8% | nt | nt | 5% | 0.2 | 40
COc1ccc(-c2ccc(NS(=O)(=O)c3cc([N+](=O)[O-])c(C)c([N+](=O)[O-])c3)cc2)nn1 | 5% | 20% | -0.1% | i | 24 | 32% | 2% | 2 | 705 | 4% | 0.5 | 61
O=C(Nc1ccccc1C(=O)O)c1ccc2ccccc2n1 | -4% | 8% | -2.1% | i | 48 | 7% | -4% | nt | nt | 1% | 2.6 | 57
Cc1ccc(C)c(S(=O)(=O)/N=C2\C=C(NS(=O)(=O)c3ccccc3)C(=O)c3ccccc32)c1 | 4% | 25% | -0.1% | i | 13 | 0% | 3% | 1 | 813 | 9% | 1.6 | 40
CCCCN(C)CCNC(=O)c1cn(C)c(=O)c2c1c1ccccc1n2C | -13% | 3% | -0.1% | i | 21 | 0% | -4% | 12 | 867 | -1% | 0.5 | 86
O=Cc1ccc2oc3nc4n(c(=O)c3c(=O)c2c1)CCCS4 | -2% | 9% | -0.1% | i | 26 | -4% | 0% | -7 | 819 | 14% | -1.0 | 86
CC(=O)N1c2ccc(S(=O)(=O)N3CCCC3)cc2CC1C(=O)NCc1cccc(F)c1 (stereo not given) | 7% | 7% | 0.0% | i | 61 | 25% | -7% | -1 | 681 | 13% | 0.3 | 47
CCCCN(C(=O)CCSc1ccc(F)cc1)c1c(N)n(Cc2ccccc2)c(=O)[nH]c1=O | nt | 26% | nt | i | 16 | nt | nt | nt | nt | 4% | 2.9 | 54
NC1=NC(=O)/C(=C\c2ccc(O)c([N+](=O)[O-])c2)S1 | 3% | 22% | -0.5% | i | 54 | -5% | 1% | 1 | 719 | 2% | 1.0 | 57
CC1=C(C#N)C(C(F)(F)F)(C(F)(F)F)N=C(c2ccco2)N1 | 24% | -5% | -0.1% | i | 26 | -14% | -9% | 16 | 749 | 2% | -0.2 | 39
CC(=O)N1c2ccc(N=Cc3cc(Br)cc(Br)c3O)cc2CC1C (stereo not given) | -23% | 12% | -1.9% | i | 55 | -20% | -5% | -18 | 442 | nt | 2.3 | 65
CCCCNC(=S)Nc1ccc2nc3n(c(=O)c2c1)CCCCC3 | 7% | 13% | -0.3% | i | 47 | 0% | -2% | 6 | 672 | 4% | 7.5 | 39
O=[N+]([O-])c1cc(F)c(N2CCCCC2)cc1N1CCOCC1 | 9% | 5% | 0.1% | nt | nt | 5% | 1% | nt | nt | 0% | 4.6 | 62
O=C(O)CC(NC(=O)OCc1ccccc1)c1ccccc1 (stereo not given) | 7% | 3% | 0.1% | i | 48 | -13% | -10% | nt | nt | 11% | -1.4 | 42
CN(C)C(CNC(=O)CCS(=O)(=O)c1ccccc1)c1ccccc1 (stereo not given) | 7% | 2% | 0.3% | i | 61 | -9% | -5% | 0 | 811 | 7% | 1.6 | 98

Given with each value named: entries from further up
SMILES: Cc1ccc(-n2c(=S)[nH]c3sc4c(c3c2=O)CCc2ccccc2-4)cc1
  GPR55 antagonists = -2%	SV40 large T antigen = 8%	GPR55 activation = -0.2%	T cell modulator = i	T cell modulator vesicle-bound % = 27	GPR35 arrestin U2OS = -2%	LYP inhibition = -2%	Hep lipid drop = 5	Hep lipid drop cells 6.5 µM = 730	Rac1 GTP hydrolysis = 4%	NTR1 agonist = 6.3	NTR1 agonist cell count 20 µM = 75
SMILES: COc1cc(S(=O)(=O)N(Cc2cccnc2)Cc2ccco2)ccc1-n1cnnn1
  GPR55 antagonists = 2%	SV40 large T antigen = 13%	GPR55 activation = -0.2%	T cell modulator = i	T cell modulator vesicle-bound % = 20	GPR35 arrestin U2OS = 7%	LYP inhibition = -8%	Hep lipid drop = nt	Hep lipid drop cells 6.5 µM = nt	Rac1 GTP hydrolysis = 5%	NTR1 agonist = 0.2	NTR1 agonist cell count 20 µM = 40
SMILES: COc1ccc(-c2ccc(NS(=O)(=O)c3cc([N+](=O)[O-])c(C)c([N+](=O)[O-])c3)cc2)nn1
  GPR55 antagonists = 5%	SV40 large T antigen = 20%	GPR55 activation = -0.1%	T cell modulator = i	T cell modulator vesicle-bound % = 24	GPR35 arrestin U2OS = 32%	LYP inhibition = 2%	Hep lipid drop = 2	Hep lipid drop cells 6.5 µM = 705	Rac1 GTP hydrolysis = 4%	NTR1 agonist = 0.5	NTR1 agonist cell count 20 µM = 61

(more compounds)
SMILES | GPR55 antagonists | SV40 large T antigen | GPR55 activation | T cell modulator | T cell modulator vesicle-bound % | GPR35 arrestin U2OS | LYP inhibition | Hep lipid drop | Hep lipid drop cells 6.5 µM | Rac1 GTP hydrolysis | NTR1 agonist | NTR1 agonist cell count 20 µM
CC(C)(C)CN1CCNC(=O)C1CC(=O)N1CCOc2ccccc2C1 (stereo not given) | 3% | 12% | 1.2% | i | 43 | -4% | -2% | 3 | 705 | 0% | 2.1 | 56
CC1CCN(c2ccc(NC(=S)NC(=O)c3ccc(-c4cccc([N+](=O)[O-])c4)o3)cc2)CC1 | -2% | -4% | 0.3% | i | 48 | 11% | -2% | -1 | 782 | 10% | 5.8 | 74
O=C(NCc1cccc(Cl)c1)N1CCN(S(=O)(=O)c2ccccc2F)CC1 | 3% | 9% | -0.1% | i | 16 | 5% | -4% | 0 | 824 | 8% | -0.6 | 51
CC1CC(C)CN(C(=O)COC(=O)CNC(=O)C23CC4CC(CC(C4)C2)C3)C1 (stereo not given) | nt | 16% | nt | i | 52 | nt | nt | nt | nt | 0% | -0.6 | 68
CCCc1cc(=O)oc2cc(C)cc(OC(C)C(=O)NCCN3CCOCC3)c12 (stereo not given) | -5% | nt | 0.7% | i | 16 | -8% | -13% | -2 | 700 | 2% | -0.2 | 59
Cc1cc(S(=O)(=O)NCc2ccccc2)ccc1OCC(=O)N1CCCC1 | 9% | -39% | 0.0% | i | 23 | -12% | 0% | -36 | 688 | -2% | 1.9 | 52
CC(=O)c1ccn(S(=O)(=O)c2ccccc2)c1 | -4% | 22% | -0.1% | i | 36 | 6% | -3% | -4 | 652 | 1% | 0.2 | 52
O=C(COc1ccccc1[N+](=O)[O-])OCCCOC(=O)COc1ccccc1[N+](=O)[O-] | 16% | 7% | -0.1% | i | 18 | 3% | -3% | 5 | 864 | -2% | 0.8 | 60
COc1ccc(/C=C/C(=O)NC(=S)N2CCN(c3ccccc3OC)CC2)cc1 | -14% | -1% | -0.1% | i | 28 | -8% | -2% | -2 | 703 | 10% | 2.7 | 37
CCOc1ccc(C(=O)/C=C/c2ccc(SC)cc2)cc1 | 6% | 10% | 1.2% | i | 10 | 14% | 4% | nt | nt | 8% | 2.7 | 84
CCOc1ccc(NS(=O)(=O)c2cc(NC(=O)c3cccc(C)c3)ccc2Cl)cc1 | -10% | -1% | 0.5% | i | 45 | 2% | 5% | -35 | 606 | -5% | -0.3 | 40
Cc1ccc(NC2c3ncccc3C(=O)N2C2CCCCC2)cc1C (stereo not given) | -25% | 11% | -0.5% | i | 21 | 6% | 3% | 13 | 728 | -4% | 1.5 | 80
CC(C)(C)NC(=O)/C(=C\c1ccco1)NC(=O)c1cccs1 | 4% | 6% | -0.2% | i | 49 | 6% | 4% | -11 | 657 | 9% | -1.5 | 79
COc1cc(C(=O)O)c2c(c1C)OC(=O)c1c(C)cc(O)c(C=O)c1O2 | nt | 5% | nt | i | 25 | nt | nt | nt | nt | 24% | -2.2 | 88
C=CCn1c(=O)c2c(nc3n2CC(C)CN3Cc2ccccc2)n(C)c1=O (stereo not given) | -6% | 9% | -0.1% | i | 30 | -16% | -13% | -26 | 766 | -8% | 2.3 | 59
O=c1cc(O)nc(SCc2ccccc2)[nH]1 | 10% | 15% | 0.2% | i | 57 | 0% | 3% | 19 | 732 | 7% | -0.9 | 74
CCOC(=O)c1csc(NC(=O)c2cc(OC)c(OC)c(OC)c2)n1 | 1% | 9% | -0.2% | i | 3 | 10% | -3% | nt | nt | 12% | 2.3 | 45
COc1ccccc1N1CCN(c2ncnc3c2oc2ccccc23)CC1 | 6% | 5% | 0.6% | i | 19 | 1% | -4% | nt | nt | 15% | 23 | 38
CCC(C(=O)NC(C)c1ccccc1)C(=O)NC(C)c1ccccc1 (stereo not given) | 8% | 12% | 0.0% | i | 47 | -2% | -8% | 9 | 861 | 2% | 0.1 | 74
